PAFAH1B3 FP inh = blocks human PAF acetylhydrolase 1B catalytic subunit 3; inhibition, % at 3.39 µM; recombinant PAFAH1B3, FP-rhodamine probe, fluorescence polarization; actives 0.28% (n = 340,000); AID 492972;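 active = inhibition above the screen-wide average of all tested compounds plus 3 SD, cut at about 25% in these data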;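 note: 0% = enzyme with DMSO only and 100% = wells lacking PAFAH1B3 protein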
pPAFAH FP inh = inhibitors of human plasma PAF acetylhydrolase (pPAFAH) | AID 463082 | recombinant pPAFAH, FP-rhodamine probe fluorescence polarization | actives 1.5% (n = 330,000) | inhibition, % at 3.39 µM | Q13093;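 active = inhibition above the mean inhibition across the screen plus 3 SD, cut at about 25% in these data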;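 note: inhibitors block binding of the rhodamine activity-based probe so polarization drops; 0% = enzyme with DMSO and 100% = wells lacking pPAFAH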
Target sequence (Q13093 whole entry, looked up): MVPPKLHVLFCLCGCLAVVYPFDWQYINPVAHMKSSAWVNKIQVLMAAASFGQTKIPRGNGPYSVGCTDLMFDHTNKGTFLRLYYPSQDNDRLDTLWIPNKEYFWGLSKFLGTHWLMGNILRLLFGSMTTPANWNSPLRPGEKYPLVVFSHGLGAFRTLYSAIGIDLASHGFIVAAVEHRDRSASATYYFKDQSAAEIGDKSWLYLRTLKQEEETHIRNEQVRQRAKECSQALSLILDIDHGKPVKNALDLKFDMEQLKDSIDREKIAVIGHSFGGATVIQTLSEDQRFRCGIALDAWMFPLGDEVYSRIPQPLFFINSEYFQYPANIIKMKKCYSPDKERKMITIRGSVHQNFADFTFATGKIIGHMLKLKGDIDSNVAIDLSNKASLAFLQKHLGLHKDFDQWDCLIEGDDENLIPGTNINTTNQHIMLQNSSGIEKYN
GSTO1 counter = counter-screen for RBBP9 inhibitors: inhibitors of human GSTO1; P78417; recombinant GSTO1, activity-based probe fluorescence polarization; inhibition, % at 5.96 µM; actives 1.1% (n = 300,000); AID 1974;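 active = inhibition above the campaign mean inhibition plus 3 SD, cut at about 35% in these data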;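 note: 0% = GSTO1-1 with DMSO and 100% = wells lacking GSTO1-1 enzyme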
LYPLA1 inh = LYPLA1 (human) inhibition in PME1 counter-screen; O75608; recombinant LYPLA1, FP-Rh probe fluorescence polarization; inhibition, % at 5.9 µM; actives 0.16% (n = 320,000);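 active = inhibition above the mean of all tested compounds plus 3 SD, set per campaign, cut at about 14% in these data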;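 note: inhibitors block serine hydrolase probe labeling of LYPLA1 so polarization falls; 0% = enzyme with DMSO and 100% = wells lacking LYPLA1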
Target sequence (O75608 whole entry, looked up): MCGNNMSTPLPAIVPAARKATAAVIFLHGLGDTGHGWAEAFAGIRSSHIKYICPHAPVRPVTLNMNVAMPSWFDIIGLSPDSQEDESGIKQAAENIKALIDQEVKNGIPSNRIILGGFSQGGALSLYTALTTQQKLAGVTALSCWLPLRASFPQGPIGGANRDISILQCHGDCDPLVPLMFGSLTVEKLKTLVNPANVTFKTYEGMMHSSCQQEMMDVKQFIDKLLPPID
PAFAH1B2 inh = inhibitors of human PAFAH1B2. P68402. recombinant PAFAH1B2, FP-rhodamine activity probe, fluorescence polarization. inhibition, % at 3.39 µM. actives 1.2% (n = 340,000). AID 492953;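 active = inhibition above the mean of all tested compounds plus 3 SD, cut at about 24% in these data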;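 note: 0% = enzyme with DMSO and 100% = wells lacking PAFAH1B2; many of its hits are not listed in these tables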
PME-1 primary = PME-1 (human) inhibition; AID 2130; inhibition, % at 5.9 µM; recombinant PME-1, FP-Rh probe fluorescence polarization; actives 0.53% (n = 320,000);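 active = inhibition above the campaign mean of all compounds plus 3 SD, cut at about 26% in these data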;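 note: competitive labeling of PME-1 active site by serine hydrolase directed probe; 0% = PME-1 with DMSO and 100% = wells lacking PME-1 enzyme; inhibitors block probe labeling so polarization falls and inhibition rises; many of its hits are not listed in these tables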
PAFAH2 FP inh = inhibitors of human PAFAH2. recombinant PAFAH2, FP-rhodamine activity probe, fluorescence polarization. AID 492956. inhibition, % at 3.39 µM. actives 0.99% (n = 340,000);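 active = inhibition above the mean over all tested compounds plus 3 SD, cut at about 30% in these data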;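 note: inhibitors block probe labeling of enzyme so polarization drops; 0% = enzyme with DMSO and 100% = wells lacking PAFAH2 protein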
PAD4 inh = PAD4 (human) enzyme inhibition; actives 0.41% (n = 330,000); recombinant PAD4, RCA probe fluorescence polarization; inhibition, % at 6.36 µM; Q9UM07;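 active = percent inhibition above a cutoff equal to the mean of all tested compounds plus 3 SD, cut at about 15% in these data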;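 note: 0% = PAD4 with RCA probe and DMSO and 100% = probe without PAD4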
LYPLA2 counter = LYPLA2 (human) inhibition in PME1 counter-screen; O95372; recombinant LYPLA2, FP-Rh probe fluorescence polarization; inhibition, % at 5.9 µM; actives 0.38% (n = 320,000); AID 2177;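 active = inhibition above the screen-wide mean plus 3 SD, limit set per campaign, cut at about 26% in these data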;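 note: 0% = LYPLA2 with DMSO and 100% = wells lacking LYPLA2 enzyme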
* marks the source's active call; other numbers are inactive results; . = no result given.

SMILES	PAFAH1B3 FP inh	pPAFAH FP inh	GSTO1 counter	LYPLA1 inh	PAFAH1B2 inh	PME-1 primary	PAFAH2 FP inh	PAD4 inh	LYPLA2 counter
COc1ccc(Cl)cc1C(=O)Nc1ccc(NC(=O)c2ccco2)cc1	0	-1	4	0	2	-5	-7	-5	3
Cc1cc(NS(=O)(=O)c2ccc(NC(=O)CSc3nc4ncc(Cl)cc4[nH]3)cc2)nc(C)n1	20	2	-11	-4	6	-6	2	3	-9
COc1ccc2nc(/N=C/c3c(C)[nH]n(-c4ccc(C)cc4)c3=O)sc2c1	6	0	17	2	1	-4	2	-13	2
Cc1sc2nc(-c3ccccn3)[nH]c(=O)c2c1-c1ccccc1	13	4	4	-4	6	2	4	-2	-1
Cc1ccc(NC(=O)C2Cc3ccccc3C(=O)O2)cc1 (configuration not stated)	5	8	5	4	1	0	10	-1	4
CCc1ccc(NC(=O)C2CCN(S(=O)(=O)c3ccc4c(c3)N(C(C)=O)CCO4)CC2)cc1	2	-5	5	-4	1	-3	2	-4	4
Cc1[nH]n(-c2ccccc2)c(=O)c1C=Nc1ccc(S(=O)(=O)Nc2nccs2)cc1	4	4	1	0	-6	5	-1	-13	3
Cc1cc2nnc(SCC(=O)NCc3ccco3)n2c2ccccc12	9	-1	4	-1	4	0	5	-1	1
Cn1c(SCC(=O)CC(=O)Nc2ccccc2)nnc1-c1ccc(O)cc1	3	8	-1	1	-1	1	8	-2	3
COCCNC(=O)CSc1ccccc1C(=O)NC1CCCc2ccccc21 (configuration not stated)	2	0	-2	1	-1	-3	13	1	-2
CCc1ccc(Nc2n[n+](-c3ccccc3)c(/C=C/c3ccccc3)s2)cc1	.	12	-15	4	.	2	.	1	2
CCOC(=O)Cn1ncc(-c2ccccc2)c1N	2	3	-4	7	3	-8	-3	4	-2
COc1ccc(OCCNC(=O)CCCO)cc1	4	3	1	3	1	-1	3	4	2
Cc1noc(C)c1COc1ccc(C(=O)OCC(=O)N2c3ccccc3NC(=O)C2(C)C)cc1	0	9	2	0	0	-3	13	-4	-3
O=C(Nc1cccc(-c2cccc(Cl)c2)c1)C1CCN(C2CCC2)CC1	11	-1	-14	-3	2	-11	7	-5	-5
C#CCOCCOCCOCCNc1nc(N2CCN(C(=O)CCCCCCCCCCNC(=O)[C@@H](CCSC)n3cc(CCO)nn3)CC2)nc(N2CCN(C(=O)CCCCCCCCCCNC(=O)[C@H](CCC(=O)O)n3cc(CCCCCN)nn3)CC2)n1	10	11	-7	2	5	-4	-1	3	6
Cc1ccc(NC(=O)c2ccccc2[N+](=O)[O-])nc1	4	5	-5	0	3	0	-2	-2	9
O=C(CSc1nnc(-c2cccs2)o1)N1CCc2ccccc21	2	1	9	-2	0	-2	-2	-6	-2
Cc1ccc(C)c(N2CCN(C(=O)c3cc4ccccc4oc3=O)CC2)c1	-1	2	6	1	7	6	2	5	3
Cc1cs/c(=N\N=C2CCCCC2)n1Cc1ccco1	6	11	6	-1	0	2	2	-4	-3
CCCOc1ccccc1/C=C1/C(=O)ON=C1C	1	0	-2	-1	7	3	3	0	3
CCCS(=O)(=O)N1CCC(C(=O)NC2CCCCC2C)CC1 (configuration not stated)	-3	4	-5	0	1	9	3	-2	-1
COc1ccc(NC(=O)c2ccccc2OCc2c(C)noc2C)cc1OC	2	8	2	3	0	-3	3	1	9
CCOc1ccccc1C(=O)Nc1cccc(-c2ccc3nncn3n2)c1	-2	-3	-17	-1	3	-2	0	-9	-5
O=C1c2ccccc2C(=O)N1CCCn1c(=O)oc2ccccc21	-2	-3	3	3	-2	-1	1	-5	4
CCOc1ccc(NC(=O)CN2CCc3ccccc3C2)cc1	8	-1	6	0	0	0	-1	4	0
CCOC(=O)CN(C(=O)CSc1nnc(COc2ccc(OC)cc2)n1C)c1ccccc1	1	4	4	0	-1	1	-3	-2	6
O=c1ccc2ccccc2o1	0	0	7	0	1	0	-7	0	0
O=C(COC(=O)c1cn(-c2ccccc2)nc1-c1ccc(F)cc1)Nc1ncc(Cl)cc1Cl	0	2	1	-2	2	2	-6	4	4
c1ccc2c(N3CCCCC3)ncnc2c1	-1	5	6	-1	2	0	-2	-3	6
CSc1ncccc1C(=O)OCCCC(=O)c1ccc(F)cc1	2	0	.	.	6	.	0	-2	.
CC1CCCN(Cc2csc(N)n2)C1 (configuration not stated)	5	1	3	-1	4	1	-2	12	0
CCOC(=O)c1c(C)[nH]c(C)c1S(=O)(=O)NCC1CCN(Cc2cccc(Cl)c2)CC1	12	6	-6	0	7	-4	2	-1	8
O=C(Cc1csc(Nc2nc(=S)[nH]c3ccccc23)n1)NCc1cccc(Cl)c1	2	1	3	-5	5	-5	-3	0	-3
COc1ccc(NC(=O)c2cc3ccccc3cc2OC)cc1OC	10	6	-1	-3	0	4	1	5	-5
O=C(c1cnsn1)N1CCN(c2ccccn2)CC1	0	0	1	1	2	-2	7	-2	-2
O=C(COC(=O)c1ccccc1Cl)Nc1ccc2[nH]c(=O)[nH]c2c1	-3	6	-7	0	1	1	-3	0	5
Cc1cc(C(F)(F)F)c2c(=O)[nH]c(=O)n(Cc3ccccc3)c2n1	5	1	7	-2	-1	2	-1	0	8
Cc1ccc(C(=O)CSc2nc3cc(S(=O)(=O)N4CCOCC4)ccc3o2)cc1	9	-7	17	-6	11	0	4	6	-5
Cc1occc1C(=O)NCc1cccs1	3	4	2	0	1	2	9	-1	0
CCOC(=O)Nc1ccc(C(=O)c2ccncc2)cc1	0	-1	-5	0	4	-2	6	-3	1
O=C(Nc1cccc(Cl)c1Cl)c1snnc1-c1ccccc1	-6	2	6	-5	5	-2	-3	3	4
COc1ccc(NC(=O)CSc2ccc(-c3cccnc3)nn2)c(OC)c1	2	1	-2	-4	-1	2	5	-2	-5
COc1cc(C(=O)OCC(=O)NC(=O)C2CCCCC2)ccc1OC(F)F	7	2	-1	1	4	-3	28	3	2
O=C(NCCO)c1ccc2nc(-c3ccco3)c(-c3ccco3)nc2c1	40*	39*	75*	1	19	0	31*	30*	1
CN(Cc1ccccc1)C(=O)c1cccc(NC(=O)Cc2cccc([N+](=O)[O-])c2)c1	15	4	.	.	10	.	3	-1	.
O=C(O)CSc1ncnc2c1oc1ccccc12	10	-1	-1	-4	-3	-17	-3	1	1
COc1ccc(N2C(=O)CCC(C(=O)O)C2c2ccc(F)cc2)cc1 (configuration not stated)	-2	-4	-9	-2	5	0	-3	2	3
Cc1csc(NC(=O)CSc2nnc(C)s2)n1	7	1	-2	2	2	-3	-3	-3	0
O=c1[nH]c(SCc2ccccc2Cl)nc2[nH]ncc12	3	5	-6	-5	4	2	-1	2	-4
O=C(CNS(=O)(=O)c1ccc(C(=O)N2CCOCC2)cc1)N1CCOCC1	8	1	0	1	-2	-7	-5	3	3
Cc1cc(O)ccc1N1C(=O)c2cccc3cc([N+](=O)[O-])cc(c23)C1=O	10	3	12	0	3	2	-3	0	7
CCc1ccccc1Nc1nc(N)nc(CSCC(=O)c2cc(C)n(C)c2C)n1	9	8	6	-2	3	4	9	2	0
Cc1cccc(CSc2ncc(CO)n2C)c1	15	8	-1	2	8	3	-2	-8	-1

Not all compounds are listed (hit frequency here may not be typical).
